# Bioassay records as filed in PubChem BioAssay.
# 12-LOX inh – ALOX12 (human) lipoxygenase inhibition. purified 12hLO, xylenol orange hydroperoxide absorbance. Potency, µM (titrated, usually from 108 µM), inactives show top-dose activity change, negative = inhibition, hits mostly inhibitors. 580,000 compounds, 1.1% hits; active = well fitted inhibition curve with a large enough effect; inconclusive = small, poorly fitted or top-dose-only effect, or another doubt; inactive = no such curve, though single readings can be large or run the other way
# Target sequence (P18054 whole entry, looked up): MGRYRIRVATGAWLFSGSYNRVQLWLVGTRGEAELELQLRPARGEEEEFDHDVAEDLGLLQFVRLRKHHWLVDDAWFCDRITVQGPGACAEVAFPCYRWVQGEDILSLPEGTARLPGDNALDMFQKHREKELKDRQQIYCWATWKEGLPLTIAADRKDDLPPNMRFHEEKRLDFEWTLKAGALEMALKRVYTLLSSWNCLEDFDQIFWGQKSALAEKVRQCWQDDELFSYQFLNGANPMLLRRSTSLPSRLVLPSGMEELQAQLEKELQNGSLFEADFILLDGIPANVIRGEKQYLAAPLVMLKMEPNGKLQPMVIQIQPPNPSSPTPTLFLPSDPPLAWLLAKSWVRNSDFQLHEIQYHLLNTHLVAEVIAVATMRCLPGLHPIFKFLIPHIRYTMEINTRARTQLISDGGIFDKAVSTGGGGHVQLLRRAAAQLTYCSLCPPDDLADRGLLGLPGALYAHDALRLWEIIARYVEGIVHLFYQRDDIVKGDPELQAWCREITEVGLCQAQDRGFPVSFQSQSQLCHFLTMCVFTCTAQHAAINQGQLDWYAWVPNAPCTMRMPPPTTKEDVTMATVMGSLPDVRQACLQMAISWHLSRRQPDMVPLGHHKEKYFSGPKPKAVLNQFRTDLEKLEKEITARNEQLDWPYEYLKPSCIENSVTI
#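 Purified human 12hLO at 150 nM in 25 mM Hepes, 0.01% Triton X-100, pH 7.0, preincubated 15 min at room temperature with compound. Reaction started with 40 uM arachidonic acid, 30 min at room temperature. Hydroperoxide measured by Fe-xylenol orange, 573/405 nm absorbance ratio.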
# An asterisk follows results filed as active; ? = inconclusive; & = joins results of further samples; [ ] = dose if it differs, or a comment. % is set by controls: 0 for no effect and ±100 for the full control effect; potency is the fitted concentration of half-maximal effect. These rows are one share of the data; the hit share may differ from the screen's.
SMILES,12-LOX inh
COc1cccc(N2CCN(C(=O)C3CCN(c4cnc5nccnc5c4)CC3)CC2)c1,-8%
CCCN1CCC2(Cc3ccccc3CN(C(=O)Cc3ccc(O)cc3)C2)C1 (centres undefined),?
CCOc1cccc(CNC(=O)C2CCCN(c3cnc4nc(C)c(C)nc4c3)C2)c1 (centres undefined),?
O=C(CN1C(=O)C(c2ccccc2)=NC12CCCCC2)NCc1ccccc1,27%
CCc1noc(-c2cn(C3CCCN(C(=O)c4ccc(F)c(F)c4)C3)nn2)n1 (centres undefined),23%
COC(=O)[C@]12C[C@H](CC(=O)N3CCOCC3)C(=O)N(Cc3ccccc3)C1=C[C@H](COCc1ccccc1)O[C@@H]2C,35%[activator]
O=C(Nc1ccc(Cl)cc1)N1CCC(N2CCCNC2=O)CC1,10%
COc1ccc(C(=O)N2CCC3(C2)C(=O)N(CCc2ccccc2)c2ccccc23)cc1 (centres undefined),36%&35%[activator]
COc1ccc(CCc2nc3nccc(-c4ccc(OC)cc4F)n3n2)cc1,14%
Cc1nc(-c2ccc(F)cc2)n(CC(=O)Nc2cccc(C#N)c2)c(=O)c1CCO,4%
Cc1ncoc1C(=O)N1Cc2ccccc2OC2(CCN(C)CC2)C1,50%
CNC(=O)[C@@H]1CN(C(=O)c2ccc(Cl)cc2OC)C[C@H]1c1nc(C)no1,25%

# The closing seven entries of the part above open the next one:
SMILES,12-LOX inh
COC(=O)[C@]12C[C@H](CC(=O)N3CCOCC3)C(=O)N(Cc3ccccc3)C1=C[C@H](COCc1ccccc1)O[C@@H]2C,35%[activator]
O=C(Nc1ccc(Cl)cc1)N1CCC(N2CCCNC2=O)CC1,10%
COc1ccc(C(=O)N2CCC3(C2)C(=O)N(CCc2ccccc2)c2ccccc23)cc1 (centres undefined),36%&35%[activator]
COc1ccc(CCc2nc3nccc(-c4ccc(OC)cc4F)n3n2)cc1,14%
Cc1nc(-c2ccc(F)cc2)n(CC(=O)Nc2cccc(C#N)c2)c(=O)c1CCO,4%
Cc1ncoc1C(=O)N1Cc2ccccc2OC2(CCN(C)CC2)C1,50%
CNC(=O)[C@@H]1CN(C(=O)c2ccc(Cl)cc2OC)C[C@H]1c1nc(C)no1,25%
COc1ccccc1OCc1cc(C(=O)NCc2cnc(C)cn2)n[nH]1,94%[activator]
O=C(CN1CC2CC(C1)[C@H]1CCCC(=O)N1C2)N1CCC(Cc2ccccc2)CC1 (some centres undefined),-4%
O=C(NCCc1ccncc1)C1CC(=O)N(c2n[nH]c3ccccc23)C1 (centres undefined),38%[activator]
COc1ccc(CNC(=O)[C@H]2O[C@H](CCN3CCN(C)CC3)CC[C@@H]2O)cc1,64%[activator][176 µM]
Cn1ccnc1C(=O)N1CC2CC(C1)[C@H]1CCCC(=O)N1C2 (some centres undefined),8%
O=S(=O)(N[C@H]1[C@H](O)[C@H](O)C[C@@H]1c1ccccc1)c1ccc(C(F)(F)F)cc1,15%[176 µM]
Cc1nn(CCCNC(=O)C2CCOc3ccccc3C2)c(C)c1Cl (centres undefined),12%
CCN(CC)Cc1cnc2c(C(=O)N3CCCC(COC)C3)cnn2c1 (centres undefined),49%[activator]
CN(CC1CCOCC1)S(=O)(=O)c1cccc(C(F)(F)F)c1,9%
O=C(c1cscn1)N1CCc2n[nH]c(=O)n2CC1,14%
COCCC1(N(C)C)CCN(C(=O)CC2CCCCC2)CC1,35%[activator]
O=C(Nc1cc(F)cc(C(F)(F)F)c1)N1CCCOC(Cn2cccn2)C1 (centres undefined),17%
O=C(c1noc(-c2ccc(F)cc2)n1)N1CCN(c2ccccc2F)CC1,34%
Cc1ncc2n1C(=O)N(C1CCN(Cc3cccnc3)CC1)C2,28%&6%[176 µM]
Cc1nc(-c2c3n(c(=O)n(CC(=O)Nc4cccc(Cl)c4)c2=O)CCCCC3)no1,?
Cc1cc(Cl)ccc1NC1CN(C(=O)OC(C)(C)C)C1,4%[12.5 µM]
CS(=O)(=O)N1CCC(C2CCN(C(=O)CC3=CCCCC3)C2)CC1 (centres undefined),18%
Cc1ccc(CN2CCC=CS2(=O)=O)cc1,14%
COc1cccc(CN2CC[C@@](C)(O)[C@H](N3CCCC3)C2)c1OC,175%[activator]
Cc1cc(=O)n(CC(=O)NCCc2ccc(Cl)cc2)c(N2CCOCC2)n1,44%[activator]
CCN(CC)C1CCN(C(=O)c2cc(OC)ccc2OC2CCN(C(=O)C3CC3)CC2)C1 (centres undefined),7%
O=C(c1cc2ccccc2[nH]1)N1CCC(N2CC(OCC3CC3)C23CCOCC3)CC1 (centres undefined),53%[activator]
COc1ccc(C(=O)N[C@@H]2CN(c3ncccn3)C[C@H]2CN(C)C)cn1,61%[activator]
COc1cccc(-n2cc(CN(C)c3nccc(-c4cccnc4)n3)cn2)c1,33%[activator]
COc1ccc(CC(=O)N[C@H]2C[C@@H](c3nc(-c4ccc(OC(F)(F)F)cc4)no3)N(C)C2)cc1,30%
O=C1Nc2ccc(Br)cc2C(=O)N2CCN(C(=O)C3CCNCC3)C[C@H]12,5%[176 µM]
O=c1[nH]c(C2CCCN(Cc3cccs3)C2)nc2ccc(F)cc12 (centres undefined),24%
CCOCCC(=O)N1CC[C@@H]2[C@@H](CCC(=O)N2CCc2ccccn2)C1,-1%
COc1ccc(S(=O)(=O)N2C[C@@H]3C[C@H](C2)c2c(NS(=O)(=O)c4ccccc4)ccc(=O)n2C3)cc1,?
O=C(NCC(F)(F)F)C1CCCN1c1nc2ncccc2o1 (centres undefined),21%[176 µM]
COCCC1(CO)CCCN(C(=O)Cn2cc(C)c(=O)[nH]c2=O)C1 (centres undefined),-1%
C=CCN1CC2(CCC1=O)CCN(C(=O)[C@@H]1C[C@H]1c1ccccc1)CC2,33%[activator]
N#Cc1cccc(NC(=O)Cn2cccc2-c2nc(-c3ccccc3)no2)c1,16%
COc1ccc(C(=O)N2CCCOCCNC(=O)[C@@H]3CCCC[C@@H]32)cc1F,39%[activator]
CN1CCCCCCN(C(=O)NCCc2ccccc2)[C@H]2CCC[C@H]2C1=O,19%
COc1ccccc1N1CCN([C@@H]2[C@H](O)[C@H](CO)O[C@@H]2CNC2CCCCC2)CC1,?
Cc1ccc(C(=O)NCC(=O)N2CCCCCNC(=O)CC2c2ccccc2)cn1 (centres undefined),3%
CCOc1ccc(NC(=O)Cn2ccn3nc4c(c3c2=O)CCCC4)cc1,34%[activator]
COc1ccc(NC(=O)c2ccc3c(c2)NC(C)(CNc2ccccc2)CO3)cc1OC (centres undefined),-5%[176 µM]
CO[C@@H]1[C@H](N(C)C(=O)c2ccccc2)C[C@H]2O[C@]1(C)n1c3ccccc3c3c4c(c5c6ccccc6n2c5c31)C(=O)NC4,-2%[57.4 µM]
O=C(CCNc1cnc2cnccn12)NC1CCN(Cc2ccccc2)CC1,43%[activator]
COc1ccc(-c2noc(-c3nnn4c3COC(c3cccc(OC)c3)C4)n2)cc1 (centres undefined),55%[activator]
COc1ccc2c(c1)C(n1c(C)ccc1C)C(=O)N2Cc1ccc(C(F)(F)F)cc1 (centres undefined),13µM*
COC(=O)C1=C(C)N(Cc2cccc(C(F)(F)F)c2)C(=NCc2ccc(C(F)(F)F)cc2)NC1c1cccc(F)c1 (centres undefined),?
Cc1noc([C@@H](C)NC(=O)Nc2ccc(Cl)cc2)c1C(=O)O,20µM*
Cc1c(F)cccc1NC(=O)N1CCC(n2cnnc2C2CC2)C1 (centres undefined),7%
N#Cc1ccc(N2CCN(C(=O)CCn3cncn3)CC2=O)cc1,-3%
CCN(Cc1cnn(C)c1)C(=O)C1CCC(=O)N(Cc2cccc(OC)c2)C1 (centres undefined),8%
Oc1ccccc1CN[C@H]1[C@H](O)[C@@H](N2CCN(c3ccccc3)CC2)[C@@H]2OC[C@H]1O2,32%[activator][176 µM]
C[C@@H]1CN(C(=O)c2ccnc(-c3nnc4ccc(Nc5ccccc5)nn34)c2)C[C@H](C)O1,-19%[176 µM]
COc1ccc(-c2cc(N3CCN(C(=O)Cc4cccc(C)c4)CC3)n[nH]2)cc1,50%[activator]
Cc1noc(C)c1CC(=O)N1Cc2ccccc2OC2(CCN([S+](C)(=O)[O-])CC2)C1,3%[6.33 µM]
COc1cc(NC(=O)Cn2c(-c3cnccn3)nc(C)c(C)c2=O)cc(OC)c1,45%[activator]
CCC(O)C(=O)N1CCc2onc(-c3ccc(-c4ccccc4)cc3)c2C1 (centres undefined),9%
Cc1cccc(NC(=O)c2nc[nH]c2C(=O)N(C)CCO)c1,-10%
O=c1ccc(CN2CCOCC2)cn1CC1CC1,4%
CN(c1cccnc1)c1ccc(NC(=O)Cc2c[nH]c3ccccc23)cc1Br,-1%
CS(=O)(=O)c1ccc(CN2CCOC(c3cccnc3)C2)cc1 (centres undefined),8%
O=C(CCc1nc2ccccc2c(=O)[nH]1)NC1CCCc2c1[nH]c1c(Cl)cccc21 (centres undefined),-12%
Cc1cccc(CNC(=O)c2cnn(-c3nccc(-c4ccccc4F)n3)c2C)n1,-1%
# (more compounds)
SMILES,12-LOX inh
Cc1ncsc1C(=O)N1CCOC(CCCC(C)C)C1 (centres undefined),14%
N#Cc1cccc(C(=O)N2CCCCCCNC(=O)[C@@H]3C[C@@H](c4nc(-c5cccnc5)no4)C[C@@H]32)c1,33%
N#Cc1ccc(C(=O)N2CCCCCCNC(=O)[C@@H]3C[C@@H](c4nc(Cc5ccccc5)no4)C[C@@H]32)cc1,42%[activator]
CSCC1OC(n2cnc3c(N)ncnc32)C(O)C1O (centres undefined),13%
CCCC(C)N1CC2(CCN(C(=O)Cn3nc(C)cc3C)CC2)OC1=O (centres undefined),17%
C[C@@]1(O)CCN(Cc2cc(=O)n3[nH]cnc3n2)C[C@@H]1O,48%[activator]
O=C(Nc1ccc(Cl)cc1Cl)c1ccc2cncn2c1,?
CCn1nc(-c2ccccc2SC)nc1N(C)C,59%[activator]
CCn1ncc2c(=O)c(C(=O)c3ccccc3)c[nH]c21,?
O=C(c1ccc2c(c1)OCO2)N1CC(=O)N2[C@H](C1)[C@@H](c1ccc(Br)cc1)[C@@H]2CO,-25%
CCOc1ccc(C(=O)NC2CCN(c3cc(-c4ccccc4)[nH]n3)C2)cc1 (centres undefined),-1%
CN(C)[C@@H]1CN(C(=O)c2ccsc2)CC[C@@H]1CO,-1%
COc1cc(OC)c(-c2nc3ccc(-c4ccc(OC)c(OC)c4OC)cc3o2)cc1OC,?
CN(C)C(=O)c1nc(-c2cccnc2)c2ccccn12,41%[activator][176 µM]
O=C(CCC1CCCC1)NCCc1noc(C2CC2)n1,14%
COc1ccc(CN[C@H]2[C@H](O)[C@@H](N3CCN(C(C)=O)CC3)[C@@H]3OC[C@H]2O3)cc1,34%[activator][176 µM]
O=C(Nc1ccccc1F)N1CCC(CCNC(=O)C2(c3ccccc3)CC2)CC1,-3%
COCCn1ncc(N2CCC(C(=O)N3CCC(C(N)=O)(N4CCCCC4)CC3)C2)cc1=O (centres undefined),22%
Cc1ccc(-c2cc3c(=O)n(CCNC(=O)Cc4ccc(Cl)cc4)ccn3n2)cc1C,40µM*
O=C(NCCc1noc(-c2ccncc2)n1)NC1CCCCC1,25%
Cc1ccccc1C(=O)N1CCC(c2nn(Cc3ccccc3)c(=O)[nH]2)CC1,26%
O=C(CCc1nc2ccccc2s1)N1CCC(c2noc(C3CC3)n2)C1 (centres undefined),-10%
COc1ccc(CN2CC[C@H](c3nc(C)no3)[C@H](NC(=O)C3CC3)C2)cc1,49%[activator]
O=C(Nc1cccc(Cl)c1)c1csc(C(O)c2cccc(C(F)(F)F)c2)n1 (centres undefined),?

# Ordered by value in 12-LOX inh (descending): 5 from the list above.
canonical_smiles,12-LOX inh
Cc1ccccc1C(=O)N1CCC(c2nn(Cc3ccccc3)c(=O)[nH]2)CC1,26%
O=C(NCCc1noc(-c2ccncc2)n1)NC1CCCCC1,25%
O=C(CCC1CCCC1)NCCc1noc(C2CC2)n1,14%
O=C(Nc1ccccc1F)N1CCC(CCNC(=O)C2(c3ccccc3)CC2)CC1,-3%
O=C(CCc1nc2ccccc2s1)N1CCC(c2noc(C3CC3)n2)C1 (centres undefined),-10%

# Next structures.
SMILES,12-LOX inh
CN1CCC2(CCC1=O)CN(Cc1nc(C(N)=O)no1)CCN2C (centres undefined),17%
CN1CCN(C(=O)c2ccc(-c3ccc(N4CCSCC4)nc3)cc2)CC1,6%
CCCCCCC12Cc3cc(OC)c(OC)cc3C(O1)c1c(cc(C)oc1=O)O2 (centres undefined),?
CCNC(=O)N1C[C@@H](Oc2ccccc2)C[C@H]1C(=O)N1CCOCC1,21%
CCNC(=O)Cc1ccc(N(Cc2ccc(C)cc2)C(=O)c2ccco2)cc1,29%
O=C1OC[C@@H]2CCN(C3CCC3)Cc3ccc(F)cc3N12,8%[176 µM]
CS(=O)(=O)c1ccc(O[C@H]2COCCN(Cc3ccccn3)C2)cc1,50%[activator][176 µM]
C=CCc1cc(C2CC(=O)Nc3[nH]ncc32)cc(OCC)c1OC (centres undefined),8%
COc1ccc(NC(=O)OC[C@@H]2CSCCS(=O)(=O)N2)cc1,22%
CC(Oc1ccccc1)C(=O)N1CCCN(c2cc(-c3ccc(Cl)cc3)[nH]n2)CC1 (centres undefined),5%
O=C(c1cc(C2CC2)nc2onc(C3CCNC3)c12)N1CCC(F)CC1 (centres undefined),8%[6.33 µM]

# Look-ups from the entries so far.
# Value for CCN(CC)Cc1cnc2c(C(=O)N3CCCC(COC)C3)cnn2c1 (centres undefined) in 12-LOX inh: 49%[activator]
# Value for CNC(=O)[C@@H]1CN(C(=O)c2ccc(Cl)cc2OC)C[C@H]1c1nc(C)no1 in 12-LOX inh: 25%
# Value for Cc1cccc(NC(=O)c2nc[nH]c2C(=O)N(C)CCO)c1 in 12-LOX inh: -10%
# Value for Cc1nc(-c2ccc(F)cc2)n(CC(=O)Nc2cccc(C#N)c2)c(=O)c1CCO in 12-LOX inh: 4%
# Value for COc1ccc(CC(=O)N[C@H]2C[C@@H](c3nc(-c4ccc(OC(F)(F)F)cc4)no3)N(C)C2)cc1 in 12-LOX inh: 30%
